Source: PubChem BioAssay
HTRA1 inh: HTRA1 (human) protease inhibition; Q92743; recombinant HTRA1, FP-rhodamine activity-based probe, fluorescence polarization; inhibition, % at 5.96 µM; hit rate 0.5% among 340,000; AID 504803; in the data active = inhibition above about 36%;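 note: 0% = enzyme with DMSO and 100% = wells lacking enzyme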
SIAE inh: inhibitors of human sialic acid acetylesterase SIAE; SIAE FP-Rh probe binding, fluorescence polarization; inhibition, % at 9.66 µM; hit rate 0.69% among 370,000;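 active = inhibition above a cutoff: mean of compounds within the control limits plus 3 SD of those, cut at about 17% in these data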;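 note: 0% = plate median of compound wells and 100% = probe without SIAE protein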
Target sequence (Q9HAT2 whole entry, looked up): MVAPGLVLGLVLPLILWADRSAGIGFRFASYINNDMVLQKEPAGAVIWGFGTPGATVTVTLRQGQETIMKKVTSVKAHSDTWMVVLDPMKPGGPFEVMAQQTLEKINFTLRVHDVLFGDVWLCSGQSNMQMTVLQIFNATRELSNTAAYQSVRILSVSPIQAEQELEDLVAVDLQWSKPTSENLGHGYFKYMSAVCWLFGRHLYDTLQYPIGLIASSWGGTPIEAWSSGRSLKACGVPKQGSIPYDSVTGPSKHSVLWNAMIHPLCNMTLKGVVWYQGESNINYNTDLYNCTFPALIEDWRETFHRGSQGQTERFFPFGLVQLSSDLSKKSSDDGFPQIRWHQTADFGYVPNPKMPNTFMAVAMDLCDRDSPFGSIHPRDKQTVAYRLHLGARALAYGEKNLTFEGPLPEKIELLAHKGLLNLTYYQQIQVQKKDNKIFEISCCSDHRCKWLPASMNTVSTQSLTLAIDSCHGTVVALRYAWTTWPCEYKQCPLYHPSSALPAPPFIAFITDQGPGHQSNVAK
UHRF1 MBD2 ctr: human UHRF1 methylated DNA binding inhibitors; inhibition, % at 4.4 µM; Q96T88; UHRF1 binding to methylated oligo, TR-FRET; hit rate 0.75% among 370,000; in the data active = inhibition above about 21%;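 note: UHRF1 SRA domain binding a hemimethylated CpG hairpin DNA probe; 0% = median of test compound wells and 100% = reference inhibitor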
PRMT1 inh: PRMT1 (human) inhibition, primary screen | Q99873 | recombinant PRMT1, activity-based probe fluorescence polarization | inhibition, % at 2.79 µM | hit rate 1.3% among 370,000 | AID 652257;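 active = inhibition above about 21% made by adding two undisclosed values, limit read from the data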
Target sequence (Q99873 whole entry, looked up): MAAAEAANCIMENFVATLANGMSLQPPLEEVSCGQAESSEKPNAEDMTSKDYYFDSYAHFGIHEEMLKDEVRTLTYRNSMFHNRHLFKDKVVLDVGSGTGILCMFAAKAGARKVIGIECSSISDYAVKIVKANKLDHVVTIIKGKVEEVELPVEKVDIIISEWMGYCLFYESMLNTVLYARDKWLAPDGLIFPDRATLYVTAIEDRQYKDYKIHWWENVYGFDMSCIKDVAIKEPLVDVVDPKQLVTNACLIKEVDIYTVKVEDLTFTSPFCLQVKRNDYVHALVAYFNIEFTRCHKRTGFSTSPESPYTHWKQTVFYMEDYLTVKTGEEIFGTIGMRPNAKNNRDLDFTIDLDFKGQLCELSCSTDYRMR
TCR CD3 inh: inhibitors of human TCR-CD3 interaction; TAMRA-labeled TCR probe fluorescence, biochemical; inhibition, % at 9.4 µM; hit rate 0.37% among 360,000; in the data active = inhibition above about 19%;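 note: recombinant mutant TCR 2C K166C tagged with TAMRA read by polarization; 0% = receptor in buffer alone and 100% = receptor with positive control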
PG9 binder: binds the HIV-1 gp120 antibody PG9; hit rate 0.43% among 360,000; inhibition, % at 6.7 µM; TR-FRET gp120-PG9 antibody binding; in the data active = inhibition above about 8.5%
DDE Tn7 FP inh: disrupts Tn7 cyclic peptide binding to fibrin D-Dimer-E complex. P02675. FP displacement of FITC-Tn7 peptide from fibrin DD(E); 0% = median of compound wells per plate. inhibition, % at 8.3 µM. hit rate 0.13% among 370,000;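 active = inhibition above the mean of compounds falling within the control limits plus 3 SD of them, cut at about 14% in these data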;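 note: 0% = plate median of compound wells and 100% = 10 µM Aha-Tn7 peptide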
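Test system: human clot-derived fibrin DD(E) complex / Quantity: 2 µM final DD(E) protein / Incubation: 10 min plus 3 h, room temperature / Measured by: fluorescence polarization / Benchmarks: high control of 10 µM Aha-Tn7 peptide / Replicates: singlicate testing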
LEDGF integ inh: blocks HIV-1 LEDGF/p75-dependent DNA integration; TR-FRET IN-LEDGF/p75 DNA integration, Eu/Cy5; inhibition, % at 3.7 µM; hit rate 0.64% among 370,000;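 active = inhibition above the screen-wide mean plus 3 SD, cut at about 13% in these data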;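 note: signal is the Cy5 over europium emission ratio at 671 and 618 nm; 0% = plate median of compound wells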
ABHD4 inh: inhibits mouse alpha/beta hydrolase domain 4 | Q8VD66 | purified mABHD4, FP-Rh probe fluorescence polarization | inhibition, % at 8.92 µM | hit rate 0.54% among 370,000 | AID 720543;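 active = inhibition exceeding the mean over every tested compound plus 3 SD, cut at about 30% in these data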;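 note: 0% = plate median of compound wells and 100% = S159A mutant with DMSO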
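Test system: mABHD4 protein | Buffer or medium: HEPES pH 7.0 buffer, 150 mM NaCl, 0.01% Pluronic F-127 | Probe or stimulus: FP-Rh fluorescent activity-based probe, added after compound pre-incubation | Timing: Pre-incubation 45 min, probe exposure 60 min, at 25 °C | Technique: Fluorescence polarization, excitation 525 nm, emission 598 nm, BODIPY TMR filters | Repeats: Single well per compound (singlicate)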
TDP2 inh: TDP2 (human) inhibition, absorbance primary screen; hit rate 0.34% among 370,000; AID 720702; recombinant TDP2, T5PNP hydrolysis, p-nitrophenol absorbance 415 nm; O95551; inhibition, % at 12.8 µM;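 active = inhibition above the mean of all tested compounds plus 3 SD, set per campaign, cut at about 25% in these data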;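 note: 0% = DMSO with enzyme and 100% = buffer with substrate but no TDP2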
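Evaluation: % inhibition relative to enzyme-containing and enzyme-free wells. Material: recombinant human TDP2. Benchmarks: enzyme-free and DMSO wells. Timing: enzyme reaction with compound for 2 h at 37 °C. Compound dosing: 12.8 µM only. Measured by: p-Nitrophenol epi absorbance. Reagent: T5PNP substrate at 5 mM, a TopII-DNA adduct mimic. Replication: single well per compound.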
Starred values were filed as active, the others as inactive; x = not tested or not shown.

SMILES | HTRA1 inh | SIAE inh | UHRF1 MBD2 ctr | PRMT1 inh | TCR CD3 inh | PG9 binder | DDE Tn7 FP inh | LEDGF integ inh | ABHD4 inh | TDP2 inh
Nc1nonc1-n1nnc(C(=O)N/N=C/C2CC=CCC2)c1CSc1ccccc1 (centres undefined) | -8.1 | -2.5 | -1.6 | -1.8 | 10.4 | -0.5 | -1.9 | 0.7 | 2.4 | 5.6
O=C(CN1CCCCCC1)Nc1ccccc1Oc1ccccc1 | -16.7 | 1.4 | 14.7 | -1.6 | 6.6 | 0.5 | 6.5 | -1.5 | 0.6 | 12.8
CCOC(=O)C1CCN(C(=S)NC(=O)c2cccs2)CC1 | 4.7 | 16.5 | 1.8 | 7.4 | -1.1 | -0.4 | 8.1 | 1.6 | -10.7 | 2.1
O=C(COC(=O)/C=C/c1ccccc1F)Nc1nnc(-c2ccccc2)o1 | -1.1 | -1.0 | -2.7 | -3.0 | 4.8 | -1.3 | 4.6 | 1.6 | 2.9 | -3.6
Cn1c(Cn2nnc3ccccc32)nnc1SCC(=O)N1c2ccccc2CCc2ccccc21 | -5.5 | 11.8 | -1.2 | -4.6 | 3.0 | 0.9 | 8.1 | 1.3 | 3.2 | -12.7
O=C(NCc1ccccn1)C1CCCCC1 | -1.5 | 2.6 | 0.3 | 0.1 | 3.1 | -0.7 | -0.3 | -3.9 | 4.0 | -7.0
Cn1c(=O)c(C(=O)CCl)c(N)n(Cc2ccccc2)c1=O | 5.3 | 7.4 | 1.9 | -2.1 | -0.8 | 1.1 | -0.6 | 3.6 | 3.5 | 2.8
CN(C(=O)COc1ccccc1)c1nc(-c2ccc(F)cc2)cs1 | -0.8 | -3.6 | 3.2 | -1.9 | -4.5 | -0.7 | -7.9 | -1.1 | 2.8 | -5.4
O=c1oc2c(CN3CCCCC3)c(O)ccc2c2c1CCCC2 | 5.8 | 1.2 | 1.1 | -0.1 | 3.2 | 2.8 | 7.0 | -3.4 | 7.8 | -1.4
COc1ccccc1/C=N/NC(=O)C(=O)N1CCN(c2ccccc2OC)CC1 | -0.9 | 3.3 | 1.0 | 1.6 | 4.1 | -1.0 | -3.5 | 2.4 | -5.2 | -16.8
CC1CCc2c(nc3ncnn3c2N2CC(C)OC(C)C2)C1 (centres undefined) | -0.5 | 12.4 | 0.8 | 2.2 | -2.6 | -1.7 | -3.7 | 1.1 | -2.3 | 5.5
CCOc1ccc(OC(=O)NC(c2ccccc2)C(Cl)(Cl)Cl)cc1 (centres undefined) | -2.6 | -7.0 | 1.6 | 7.6 | -1.2 | 1.8 | -0.7 | -0.6 | -2.6 | 7.5
Cc1cccnc1NC(=O)CNC(=O)c1ccccc1 | 1.2 | -2.8 | 3.1 | -2.2 | -1.4 | 1.4 | -1.0 | 0.8 | 0.9 | 4.0
O=C(CCC1CCCC1)Nc1ccccc1-c1ccccc1 | -13.7 | -1.9 | 5.6 | 2.5 | -2.1 | 0.5 | 5.4 | 3.4 | -24.8 | -7.5
O=C(COC(=O)c1cc([N+](=O)[O-])ccc1N1CCOCC1)Nc1ccc(Cl)cc1 | -12.5 | 1.1 | -0.8 | -0.7 | 4.0 | 1.4 | 8.9 | -1.1 | -8.1 | -14.6
CCOC(=O)c1nnn(CC(=O)Nc2cccc(F)c2)c1C(=O)OCC | -2.9 | -1.9 | 0.0 | 1.9 | 3.0 | -1.0 | 4.0 | -1.0 | -1.5 | 4.7
COCCCN(CC(=O)Nc1ccc(F)cc1)S(=O)(=O)c1cccs1 | 6.4 | 6.6 | 0.8 | -1.9 | -2.4 | -1.2 | -1.6 | 4.2 | 0.8 | -1.6
COc1ccc(NC(=O)c2ccccc2Oc2ccccc2)c(OC)c1 | -26.6 | 1.0 | 1.2 | -4.7 | -5.6 | -1.2 | -11.2 | 3.3 | 6.5 | -10.6
CC(C)CNC(=O)C1CCCN(C(=O)NCc2ccccc2)C1 (centres undefined) | -0.2 | 8.0 | -0.4 | 0.6 | 0.9 | 2.5 | -1.3 | 3.6 | 3.3 | 12.4
c1ccc(CC2CCN(c3nc4ccccc4n4cnnc34)CC2)cc1 | -71.5 | -3.5 | 1.9 | 0.5 | -13.8 | 0.8 | 8.3 | 0.8 | -22.0 | -5.4
COc1ccc(-c2nn(-c3ccccc3)cc2C(=O)NC2CCCCC2C)cc1 (centres undefined) | -15.8 | -4.5 | -1.6 | 0.2 | -3.8 | 5.8 | -2.1 | -3.3 | 21.0 | 15.3
C/C(=N\Nc1ccc(C#N)cc1[N+](=O)[O-])c1ccc(C)o1 | x | 0.3 | 16.6 | -4.7 | -8.3 | -0.6 | 0.4 | 3.7 | 3.6 | -11.9
C=CCC[C@H](Cc1ccc(F)cc1)C(=O)O[C@H](CNC(=O)[C@@H](CC=C)CC(=O)N(CCO)Cc1ccccc1)c1ccccc1 | -54.6 | -6.2 | -0.6 | 2.1 | -0.1 | 0.3 | 3.3 | -4.5 | -23.5 | -0.5
O=C(COc1ccc2ccccc2c1Br)Nn1cnnc1 | -3.8 | -6.8 | 17.3 | 6.8 | -8.2 | 6.2 | 3.3 | 5.3 | -6.2 | 24.0
N#CC1(NC(=O)COC(=O)CN2C(=O)c3ccccc3C2=O)CCCCC1 | 3.6 | -4.7 | -0.6 | 0.7 | 1.0 | -1.0 | -4.9 | 3.4 | -0.8 | 6.6

(continued)
SMILES | HTRA1 inh | SIAE inh | UHRF1 MBD2 ctr | PRMT1 inh | TCR CD3 inh | PG9 binder | DDE Tn7 FP inh | LEDGF integ inh | ABHD4 inh | TDP2 inh
COc1ccc(C2=Nn3c(nnc3-c3ccccc3Cl)SC2)cc1OC1CCOC1 (centres undefined) | -4.7 | -4.1 | -1.6 | 3.8 | 8.5 | -1.4 | 2.3 | -2.1 | -2.8 | 0.5
Cc1ccc(NC(=O)C2(C)CCN2C(=O)c2ccccc2CCc2ccccc2)cc1C (centres undefined) | x | 2.6 | -1.4 | -4.3 | 5.2 | -1.8 | 11.9 | 1.7 | -13.5 | 6.2
COC(=O)[C@]12C[C@H](CC(=O)NCCCN3CCCC3=O)C(=O)N(Cc3cccc4ccccc34)C1=C[C@H](C(C)C)O[C@@H]2C1CC1 | x | -0.7 | 0.8 | 2.5 | x | x | 0.4 | 5.5 | 0.2 | -3.0
CCC(=O)N1CCc2cc(S(=O)(=O)NC(Cc3ccccc3)C(=O)NC3CCCCC3C)ccc21 (centres undefined) | -3.6 | -2.0 | -4.9 | -3.6 | -1.9 | 0.3 | -4.9 | 7.2 | -1.0 | -0.3
COCCn1c(SCC(=O)Nc2cccc(NC(C)=O)c2)nc2c([nH]c3ccccc32)c1=O | 0.0 | -9.8 | -2.9 | -1.9 | 0.8 | -0.8 | -4.1 | 2.5 | 1.7 | -2.3
O=C(CCNC(=O)c1ccccc1Cl)NCCCSc1ccccc1 | -4.7 | 10.2 | 1.4 | 2.7 | 3.8 | 1.2 | 2.7 | 1.6 | 1.2 | 4.8
O=S(=O)(Nc1ccccc1N1CCCCC1)c1ccc(Cl)s1 | -1.0 | -1.6 | -0.3 | 0.7 | -8.3 | 2.2 | -0.1 | 2.0 | 3.9 | 3.5
COc1ccc(C2c3ccc4ccccc4c3Oc3ncn(CCN4CCOCC4)c(=N)c32)cc1OC (centres undefined) | -11.8 | -13.7 | 1.6 | -3.2 | 10.0 | -0.4 | -5.8 | -1.0 | -2.6 | -13.0
COc1ccc(OC)c(NC(=O)CN(c2ccc(C)cc2)S(=O)(=O)c2c(C)noc2C)c1 | -20.2 | 6.9 | -0.2 | 3.0 | 11.7 | 1.4 | 1.7 | 0.6 | -1.0 | 10.2
CCc1c(C(=O)NCc2ccc3c(c2)OCO3)[nH]c(C)c1C(C)=O | -3.6 | 0.5 | -0.5 | -0.8 | -5.6 | -0.2 | -2.2 | 2.1 | -1.8 | -3.3
COc1ccc(C(CNC(=O)Cc2ccccc2F)N2CCCCC2)cc1 (centres undefined) | 0.8 | -5.3 | -3.8 | -0.5 | 8.1 | -0.7 | -1.9 | 1.9 | 2.4 | 6.7
O=C(N1CCOCC1)N1CCN(c2ccccc2)CC1 | -2.1 | 1.6 | 0.3 | -1.9 | 1.0 | -1.9 | 0.6 | -0.2 | 8.0 | -5.8
C#CCN(CC=C)C(=O)c1ccc2nc(C3CCCCC3)oc2c1 | -5.9 | 0.6 | 3.0 | -2.0 | 1.8 | -1.0 | -2.3 | 2.8 | -3.5 | -28.0
CC(=O)c1cccc(CN2CCC(n3nccc3NC(=O)CCOc3ccccc3)CC2)c1 | 1.9 | 2.9 | -2.4 | -0.3 | -2.0 | -0.1 | -2.5 | -2.7 | 2.1 | 15.4
Fc1ccc(-c2csc(-c3ccccn3)n2)cc1F | -4.1 | -12.3 | -2.2 | -1.3 | 2.3 | -0.5 | 2.8 | 2.7 | -7.1 | -1.2
Cc1ccc(C2=NS(=O)(=O)N(C)C(C(=O)NCc3ccccc3)=C2)cc1 | -6.7 | 0.8 | 1.9 | 6.0 | -10.4 | -2.0 | 7.5 | -1.2 | -8.6 | -8.0
O=C(NCC1CCCO1)C1CCCCN1S(=O)(=O)c1ccc(F)cc1 (centres undefined) | -2.6 | 0.2 | 4.8 | 3.3 | -8.2 | 0.2 | 8.0 | 1.3 | -5.1 | -2.1
CN(C)c1ccc(/C=N/NC(=O)c2ccccc2O)o1 | 12.2 | 6.0 | -3.1 | 13.2 | 0.3 | -1.8 | -0.2 | 2.0 | 17.4 | -2.0
O=C(NCc1cccnc1)c1cc(S(=O)(=O)N2CCCC2)c(Cl)cc1Cl | -0.5 | -4.5 | 0.4 | 0.9 | 3.2 | -0.1 | 3.4 | 3.0 | -0.2 | 0.2
CCCC(=O)N1CCC1(C)C(=O)NS(=O)(=O)c1cccc(F)c1 (centres undefined) | x | -1.7 | 1.6 | 6.1 | -5.2 | -1.4 | -4.8 | 2.0 | 3.0 | 7.6
O=C1CCCCc2cc(O)c(O)cc21 | 11.5 | 7.0 | -2.3 | 3.9 | 5.4 | -1.8 | 0.7 | -13.3 | 9.6 | 4.5
COCCNc1nnc(SC(C)C(=O)Nc2c(C)n(C)n(-c3ccccc3)c2=O)s1 (centres undefined) | -1.9 | -2.7 | -2.0 | -2.2 | 10.9 | -2.6 | -8.2 | 0.5 | -0.5 | -12.0

Just PRMT1 inh, for some of the entries so far:
Structure	PRMT1 inh
Cc1ccc(C2=NS(=O)(=O)N(C)C(C(=O)NCc3ccccc3)=C2)cc1	6.0
O=C(NCC1CCCO1)C1CCCCN1S(=O)(=O)c1ccc(F)cc1 (centres undefined)	3.3
